# Cneo AK release: Cryptococcus neoformans lysis via adenylate kinase release; C. neoformans lysis, adenylate kinase release luminescence, 4 h; normalised: neutral wells 0, clomiphene wells 100; lysis activity, % at 15 µM; 0.2% of 360,000 active;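 active means mean lysis activity across replicates of at least 80%, whatever share of replicates individually reach that level; inactive means mean lysis activity below 80%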
#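 Signal: Adenylate kinase release luminescence | Assay system: Log-phase Cryptococcus neoformans yeast cells | Input: Cells at 5 × 10^6 per mL | Buffer or medium: Fresh YPD growth medium | Compound: Single dose | Schedule: Static 4 h at 37 °C with compound, 1 h detection | Controls: Clomiphene | Read-out: Luminescence rise reflecting yeast cell lysis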
# SIRT5 block: blocks human SIRT5 desuccinylation of peptide | Q9NXA8 | Purified SirT5, succinyl-peptide AMC, trypsin-coupled fluorescence | inhibition, % at 15 µM | 1.1% of 330,000 active | AID 652115; in the data active means inhibition above about 15%
# Target sequence (Q9NXA8 whole entry, looked up): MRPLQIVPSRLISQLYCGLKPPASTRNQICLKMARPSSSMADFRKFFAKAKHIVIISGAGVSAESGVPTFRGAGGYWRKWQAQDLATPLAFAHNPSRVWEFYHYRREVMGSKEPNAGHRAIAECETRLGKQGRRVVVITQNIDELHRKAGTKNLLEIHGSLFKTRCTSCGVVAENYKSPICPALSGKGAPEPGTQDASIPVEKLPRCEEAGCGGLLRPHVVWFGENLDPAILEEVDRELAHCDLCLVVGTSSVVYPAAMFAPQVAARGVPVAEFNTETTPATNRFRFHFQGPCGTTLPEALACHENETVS
# esBAF inh: SWI/SNF esBAF complex inhibition. mouse ES cells, Bmi1-luciferase knock-in reporter, 24 h; 100% = twice the neutral-well signal. reporter increase, % at 12.5 µM. 2% of 350,000 active; in the data active means activation above about 40%;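 further: 0% = median of the plate's neutral control wells and 100% = double that signal; a rise in the Bmi1 reporter signal indicates esBAF inhibition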
# ERp5 inh: ERp5 (human) disulfide isomerase inhibition; 0.05% of 350,000 active; inhibition, % at 9.99 µM; Q15084; ERp5 insulin aggregation, absorbance 650 nm, 90 min;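 active means mean replicate inhibition above about 25%, with every replicate also reaching it, limit read from the data, passing the limit was not always enough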
# Target sequence (Q15084 whole entry, looked up): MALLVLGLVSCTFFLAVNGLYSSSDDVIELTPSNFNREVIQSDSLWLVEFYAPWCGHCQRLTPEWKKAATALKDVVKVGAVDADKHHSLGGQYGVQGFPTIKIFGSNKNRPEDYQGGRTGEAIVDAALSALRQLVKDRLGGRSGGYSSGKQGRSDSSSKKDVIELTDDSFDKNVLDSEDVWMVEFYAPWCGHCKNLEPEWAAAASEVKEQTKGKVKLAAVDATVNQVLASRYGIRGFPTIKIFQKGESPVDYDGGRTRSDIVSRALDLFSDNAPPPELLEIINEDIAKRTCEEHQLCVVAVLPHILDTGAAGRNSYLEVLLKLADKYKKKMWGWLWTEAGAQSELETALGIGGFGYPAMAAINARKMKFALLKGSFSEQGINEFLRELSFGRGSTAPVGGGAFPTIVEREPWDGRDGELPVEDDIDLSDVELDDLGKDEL
# miR122 inh: blocks miR-122 activity in Huh7 sensor cells; Huh7 miR-122 Renilla luciferase sensor, 48 h; neutral wells = 0, positive control = 100; activation (reporter increase), % at 12.5 µM; 0.3% of 340,000 active; AID 602342;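 active means mean replicate activation score at least 90 and every replicate individually at or above 90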;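 further: higher luciferase means less miR-122 activity so hits act as miR-122 inhibitors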
# C2C12 statin: protects C2C12 myotubes from simvastatin toxicity. AID 602340. 0.78% of 330,000 active. rescue of ATP level, % at 7.49 µM. ATP luminescence, 48 h; scaled: DMSO 0, geranylgeraniol control 100;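 active means mean ATP rescue above about 67%, or every replicate alone reaching that limit, limit read from the data, passing the limit was not always enough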;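 further: myotubes were challenged with 10 µM simvastatin during compound exposure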
# ARNT TACC3 PPI: disrupts binding between human ARNT and TACC3 | AlphaScreen His-ARNT PAS-B/GST-TACC3 binding, luminescence; TACC3 fragment carries E629A point mutation | inhibition, % at 9.99 µM | 0.66% of 390,000 active;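 active means mean inhibition of replicates at least 50% and at least half of replicates each reaching 50%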;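 further: 0% = complete ARNT plus TACC3 wells and 100% = ARNT alone without TACC3; many hits fall short of the cut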
# * hit, by the source's call; x = not tested or not shown; & = joins results of further samples; [ ] = remark or other dose.
SMILES,Cneo AK release,SIRT5 block,esBAF inh,ERp5 inh,miR122 inh,C2C12 statin,ARNT TACC3 PPI
O=C(C[C@H]1C=C[C@H](NC(=O)c2cnccn2)[C@@H](CO)O1)NCc1ccccc1F,-1,7,-2,-1,x,4,-7
CN(C[C@H]1[C@H](c2ccccc2)[C@@H](CO)N1CC1CC1)C(=O)c1ccc(F)cc1,-1,x,1,-4,7[16.7 µM],-1,-2
CCOC(=O)c1sc2nc(C)c3c(c2c1N)CC(C)(C)OC3,-1,1,1,0,x,7,22
CSc1nnc2c3cc(F)ccc3n(C)c2n1,1,x,7,5,x,20,-3
O=C(CCCCCN1C(=O)CCC1=O)Nc1ccc2c(c1)OCCO2,0,x,-1,x,-1,-3,-5
CCCc1cc(=O)oc2cc(C)cc(OCC(=O)N3CCC(C(=O)O)CC3)c12,6,x,1,5,-4,-2,-5
COc1ccc(OC)c(CNC(=O)C2CCCN(c3ncnc4c3nc3n4CCCCC3)C2)c1 (stereo unspecified),0,-1,2,-7,-1,-14,-7
Cc1cc(C(=O)N/N=C/c2cc(Cl)cc([N+](=O)[O-])c2O)n[nH]1,x,-3,x,1,x,x,24
CNC(=S)Nc1ccc(OC)c(OC)c1,-2,x,-1,x,-5,2,x
CC(C)(C)C(=O)Nc1ccc(Cc2ccncc2)cc1,-12,0,4,0,x,2,-4
CCn1c(COc2ccc(Cl)cc2)nnc1SCc1nc2ccccc2[nH]1,4,x,36,x,6,13,4
Cc1nn(C)c(Cl)c1CN1CCC(n2nccc2NC(=O)C2CCCC2)CC1,5,-1,-10,1,-3,4,2
COc1cc2cc(C(=O)N3CCc4ccccc4C3)[nH]c2cc1OC,2,3,0,-3,-2,-6,-3
COc1ccc(NC(=O)CCCn2nc(C)c3c(C)n(-c4ccccc4)nc3c2=O)cc1,-1,0,-1,x,0,5,-1
CCOc1ccc(NC(=O)CN2C(=O)CSc3ccc(S(=O)(=O)N4CCCC4)cc32)cc1,0,3,9,0,1,3,4
O=c1[nH]c2ccccc2nc1-c1cccs1,0,x,68*,x,-1,5,-5
CN1CCCCN2[C@H](CO)[C@@H](c3ccc(-c4ccc(F)cc4)cc3)[C@@H]2C1,7,11,5,-6,13[16.7 µM],33,14
FC(F)(F)c1ccc(N2CCN(c3ncnc4c3nnn4Cc3ccccc3)CC2)nc1,0,0,7,2,x,-34,-2
C[C@H](CO)N1C[C@H](C)[C@@H](CN(C)S(=O)(=O)c2ccccc2)Oc2ccc(NS(=O)(=O)c3ccccc3)cc2C1=O,-1,1&0,2,-1&10,x,28,6
CCN(CC)c1nc(C=Cc2ccc(N(C)C)cc2)c2nccnc2n1,1,-4,x,-1,x,x,x
O=C(COc1ccc2ccccc2c1)Nc1nc2ccccc2[nH]1,-5,x,-8,x,-8,-2,x
Cc1ccsc1C(=O)OCC(=O)NC1CCCCC1,12,0,63*,-3,3,11,x
Cc1nc(N2N=C3/C(=C/c4ccc(F)cc4)CCCC3C2c2ccc(F)cc2)sc1C(=O)N(C)C (stereo unspecified),8,x,-12,x,1,x,-29
CCCc1cc(=O)[nH]c(SCCOc2ccc(OCC)cc2)n1,2,x,x,x,6,x,9
Cc1c(Br)cc(C(=O)OC2CCN(C)CC2)c(C)c1C,1,x,-3,x,2,2,5
CC[C@H](C)C(C(=O)N1CCN(C(=O)OC(C)(C)C)CC1)n1cc(C(CO)NC(=O)OC(C)(C)C)nn1 (stereo partly specified),-1,x,1,1,-2,5,-10
O=C(Nc1ccc2c(c1)[C@H]1C[C@H](CC(=O)N3CCOCC3)O[C@H](CO)[C@H]1O2)c1cccnc1,-5,-5,0,-2,-1[16.7 µM],-2,-5
CC1CCCC(C)N1C(=O)Cn1c(SCC(=O)Nc2ccc3c(c2)OCO3)nc2ccccc21 (stereo unspecified),7,x,-12,x,-1,0,3
CCC(=O)c1ccc(OCC(=O)OCC(=O)NCCCc2ccccc2)cc1,-2,-2,-3,-2,x,0,-6
O=C(Nc1nc2ccc(F)cc2s1)C1=COCCO1,-7,-2,-68,-1,1,-49,2
O=C(Nc1ccccc1O)c1cc2cc(Br)ccc2oc1=O,0,-2,20,3,x,5,-2
CCC(=O)N(C)C[C@H]1Oc2ncc(-c3ccc(C(=O)N(C)C)cc3)cc2C(=O)N([C@H](C)CO)C[C@@H]1C,1,0,0,-2,3[16.7 µM],5,1
Cc1cc(-c2[nH]nc3c2C(c2cccc(O)c2)C(C#N)=C(N)O3)c(C)s1 (stereo unspecified),3,x,x,x,-11,x,1
CSc1ccccc1NC(=O)Nc1ccccc1Cl,2,-6,6,-8,3,0,-5
CC(=O)Nc1cccc(-c2ccnc3c2CC(C)(C(=O)NCc2cccc(Cl)c2)O3)c1 (stereo unspecified),-3,-2,-9,2,-2,-11,x
CCN1C(=O)/C(=C2\C=Cc3ccccc3N2CC)SC1=S,x,x,4,x,2,-15,11
Cc1oc2cc3oc(=O)c(CC(=O)NCCCC(=O)O)c(C)c3cc2c1C,-2,1,-3,1,-6,3,2
CN(C)CCCNC(=O)C[C@H]1CC[C@@H]2[C@H](COc3ccc(NC(=O)c4ccc5c(c4)OCO5)cc3C(=O)N2C)O1,4,-3,9,5,6[16.7 µM],0,9
COc1ccc(CCNS(=O)(=O)c2ccc(N3CCCC3=O)cc2)cc1,-1,x,-2,x,17,-5,-2
COc1ccccc1NC(=O)N(C)C[C@@H]1Oc2ncc(C#CCN(C)C)cc2C(=O)N([C@H](C)CO)C[C@@H]1C,0,9,-4,5,3[16.7 µM],-8,-3
CN1CCN(CC(=O)Nc2nc3ccccc3s2)CC1,0,21*,7,3,-4,9,0
O=C(CSc1nnc(NC(=O)c2ccc3c(c2)OCO3)s1)NCc1ccco1,x,-3,x,3,x,x,-1
C1CCc2c(c(N3CCOCC3)nc3sc4c(N5CCOCC5)nnnc4c23)C1,x,3,x,1,x,x,-4
OC(CNC1CCCC1)COc1c(F)cc(Br)cc1F (stereo unspecified),-1,x,-1,x,0,-14,-1
COc1ccc(-c2noc(-c3ccccc3C(=O)NCC3CCCO3)n2)cc1 (stereo unspecified),x,0,x,1,x,x,-1
COc1ccc(N/N=C(/C(C)=O)N2CCCc3ccccc32)cc1,x,2,2,-7,x,25,12
C=CCN(CC=C)Cc1ccc(C(=O)OC)o1,1,x,-1,x,0,3,-4
COc1ccccc1NC(=S)N(Cc1ccc(C)cc1)Cc1ccccn1,4,-1,6,3,1,9,4
C[C@H](CO)N1C[C@H](C)[C@H](CN(C)Cc2ccccc2)OCc2ccccc2-c2ccccc2C1=O,-1,4,-2,0,x,-38,2
CCCCc1cc(=O)oc2cc(C)cc(OCC(=O)N3C[C@H]4C[C@@H](C3)c3cccc(=O)n3C4)c12,1,x,-1,-4,1,-8,0

# (list continues)
SMILES,Cneo AK release,SIRT5 block,esBAF inh,ERp5 inh,miR122 inh,C2C12 statin,ARNT TACC3 PPI
C[C@H](CO)N1C[C@H](C)[C@@H](CN(C)S(=O)(=O)c2ccccc2)OCCCC[C@H](C)Oc2ccc(NS(=O)(=O)c3ccc(Cl)cc3)cc2C1=O,-2,12,5,1,2[16.7 µM],x,-3
Cc1[nH]n(C2=NCCS2)c(=O)c1N=Nc1cccc(C(F)(F)F)c1,x,3,x,0,x,x,-3
CCOC(=O)C1CCN(c2nc3cc(OC)ccc3cc2C#N)CC1,64,x,13,x,-2,1,-9
Cc1ccc(/C=C/C(O)=C2/C(=O)N(C)C3(C)CC2c2ccccc2O3)cc1 (stereo unspecified),0,x,7,x,0,7,-3
O=C(COc1ccccc1-c1ccccc1)N/N=C/c1ccncc1,x,-1,x,-51,x,x,33
Cc1cc(=O)oc2cc(OCC(O)CN3CCN(c4ccc(F)cc4)CC3)ccc12 (stereo unspecified),0,x,1,x,-1,-8,-3
Nc1c(NCCN2CCOCC2)c2ccccc2oc1=O,1,x,-7,x,5,-1,x
CCSc1nc2sc3c(c2c(=O)n1CC)CC(C)(C)OC3,-2,x,-1,x,-4,15,-8
S=C1NCCOCCOCCOCCNC(=S)NCCOCCOCCOCCN1,-1,x,-1,x,6,6,0
COc1ccc(S(=O)(=O)CC(=O)Nc2ccccc2Cl)cc1,0,-1,-5,4,-1,-4,-3
COc1ccc(NC(=O)N(C)C[C@H]2Oc3ccc(NC(=O)Cn4cnnn4)cc3CC(=O)N([C@@H](C)CO)C[C@@H]2C)cc1,2,1,3,-2,6[16.7 µM],-14,6
Cc1ccc(S(=O)(=O)C2(C(=O)NC3CCCC3)CC2)cc1,0,x,-9,x,-24,8,-2
O=C(Cn1nc(C(=O)O)c2ccccc2c1=O)Nc1ccc(Br)cc1,1,0,-1,0,x,-7,-1
O=C(COc1ccc2c(c1)OCO2)NCc1cccs1,1,x,30,5,1,-1,2
Cc1cn([C@H]2C[C@H](O)[C@@H](CNC(=O)[C@@H]3C[C@H](F)CN3)O2)c(=O)[nH]c1=O,45,-3,-6,1,-2,9,x
CO[C@@H]1CN(C)C(=O)c2ccc(NS(=O)(=O)c3ccc(Oc4ccccc4)cc3)cc2OC[C@H](C)NC[C@H]1C,99*,3,-3,2,x,0,3
CC(C)c1ccc(C(=O)N2CCCC(c3cc(C(=O)NCc4ccccc4)no3)C2)cc1 (stereo unspecified),2,-3,-3,3,-5,-1,x
CO[C@@H]1CN(C)C(=O)c2cc(NC(=O)NC(C)C)ccc2OC[C@@H](C)N(CCC(F)(F)F)C[C@@H]1C,1,x,0,x,-4[16.7 µM],2,-7
C[C@@H]1CN([C@@H](C)CO)C(=O)Cc2cc(NC(=O)Cc3cn(C)c4ccccc34)ccc2O[C@H]1CN(C)C(=O)Nc1ccc2c(c1)OCO2,1,2,1,-6,2[16.7 µM],44,-5
Cn1c(SCC(=O)N2c3ccccc3Sc3ccc(Cl)cc32)nnc1-c1ccco1,1,-4,2,-1,-4,-11,-9

# Quoted at random: four records from the list
SMILES,Cneo AK release,SIRT5 block,esBAF inh,ERp5 inh,miR122 inh,C2C12 statin,ARNT TACC3 PPI
COc1ccc(NC(=O)N(C)C[C@H]2Oc3ccc(NC(=O)Cn4cnnn4)cc3CC(=O)N([C@@H](C)CO)C[C@@H]2C)cc1,2,1,3,-2,6[16.7 µM],-14,6
CO[C@@H]1CN(C)C(=O)c2ccc(NS(=O)(=O)c3ccc(Oc4ccccc4)cc3)cc2OC[C@H](C)NC[C@H]1C,99*,3,-3,2,x,0,3
O=C(Cn1nc(C(=O)O)c2ccccc2c1=O)Nc1ccc(Br)cc1,1,0,-1,0,x,-7,-1
C[C@@H]1CN([C@@H](C)CO)C(=O)Cc2cc(NC(=O)Cc3cn(C)c4ccccc34)ccc2O[C@H]1CN(C)C(=O)Nc1ccc2c(c1)OCO2,1,2,1,-6,2[16.7 µM],44,-5

# Next section
SMILES,Cneo AK release,SIRT5 block,esBAF inh,ERp5 inh,miR122 inh,C2C12 statin,ARNT TACC3 PPI
COc1ccc(S(=O)(=O)N2CCCC2CNC(=O)C(=O)Nc2ccc(C)cc2)cc1 (stereo unspecified),0,-2,x,3,x,x,-2
CCOc1ccccc1CN1CCN(Cc2cc3ccccc3[nH]2)CC1CCO (stereo unspecified),1,2,-4,0,0,-8,-2
Cc1cccc(C=CC(=O)c2ccc(Cl)cc2)c1,1,-2,6,-3,1,4,-3
CN1CCN(CCNC(=O)Nc2ccc([N+](=O)[O-])cc2)CC1,x,-1,-4,5,2,1,-2
O=C(O)c1cccc2c1-c1ccccc1/C2=N\Nc1ccccc1,-4,3,63*,2,1,6,11
CC(C)(C)n1ncc2c(=O)n(CC(=O)Nc3ccc4c(c3)OCCO4)cnc21,0,x,0,x,4,8,-1
O=C1c2nccnc2C(=O)N1Cc1ccccc1,x,-1,x,0,x,x,19
CC(C)NC(=O)N(C)C[C@H]1Oc2c(NC(=O)C3CCOCC3)cccc2C(=O)N([C@@H](C)CO)C[C@H]1C,7,1,-2,-2,5[16.7 µM],20,x
C[C@@H]1CN([C@@H](C)CO)C(=O)Cc2cc(NC(=O)NC3CCCCC3)ccc2O[C@H]1CN(C)Cc1ccc(Cl)c(Cl)c1,1,-2,1,-1,-3[16.7 µM],-10,-17

# Screens (PubChem BioAssay)
